# Screening data deposited in PubChem by The Scripps Research Institute Molecular Screening Center.
# CHRM4 antagonist = blocks acetylcholine activation of human M4 receptor. P08173. CHO-hM4 cells, ACh EC80, Fluo-8 calcium fluorescence. inhibition, % at 3 µM. 0.73% of 360,000 active;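 active = inhibition above its plate's cutoff, the mean inhibition of sample wells plus 3 SD, cut at about 27% in these data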;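 note: 0% = acetylcholine EC80 with DMSO and 100% = DMSO without agonist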
# CHRM4 agonist = CHRM4 agonism in calcium assay | CHO-K1 hM4/Gqi5, Fluo-8 calcium fluorescence; vehicle 0%, full acetylcholine response 100% | 0.14% of 360,000 active | P08173 | AID 624127 | activation, % at 3 µM;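 active = activation above the run mean over all test wells plus 3 SD, cut at about 32% in these data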;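 note: peak over basal fluorescence ratio per well then scaled between controls; 0% = DMSO wells and 100% = acetylcholine at EC100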
# M1 PAM = positive allosteric modulators of human M1 muscarinic receptor | P11229 | CHO-K1 hM1, Fluo-8 calcium fluorescence, ACh EC20; 0% = ACh EC20, 100% = maximal ACh | 0.088% of 360,000 active | AID 588819 | activation, % at 3 µM; in the data active = activation above about 19%, passing the limit was not always enough
# M5 antag = CHRM5 antagonism in calcium assay. P08912. CHO-hM5 cells, Fluo-8 calcium fluorescence, ACh EC80. inhibition, % at 3 µM. 0.59% of 360,000 active;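 active = inhibition above a per-plate cutoff, the mean of that plate's test compounds plus 3 SD, cut at about 27% in these data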;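 note: 0% = acetylcholine EC80 with DMSO and 100% = DMSO without agonist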
# Target sequence (P08912 whole entry, looked up): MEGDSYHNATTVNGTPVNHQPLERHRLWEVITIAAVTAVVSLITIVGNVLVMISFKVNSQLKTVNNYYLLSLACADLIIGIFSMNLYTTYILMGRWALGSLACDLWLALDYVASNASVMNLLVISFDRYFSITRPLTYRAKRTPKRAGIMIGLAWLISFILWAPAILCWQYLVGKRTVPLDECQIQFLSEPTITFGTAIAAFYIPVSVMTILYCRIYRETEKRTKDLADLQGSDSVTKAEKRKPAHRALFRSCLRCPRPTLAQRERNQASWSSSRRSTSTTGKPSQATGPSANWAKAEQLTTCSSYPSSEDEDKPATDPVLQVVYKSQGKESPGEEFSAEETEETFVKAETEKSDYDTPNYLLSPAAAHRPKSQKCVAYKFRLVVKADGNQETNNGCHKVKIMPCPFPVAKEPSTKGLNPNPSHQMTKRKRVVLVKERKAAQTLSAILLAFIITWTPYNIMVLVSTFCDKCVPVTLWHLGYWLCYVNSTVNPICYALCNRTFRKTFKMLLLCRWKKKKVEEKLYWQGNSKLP
# M5 ag = agonists of human muscarinic M5 receptor (CHRM5); CHO-K1 hM5 cells, Fluo-8 calcium fluorescence; 0% DMSO wells, 100% maximal acetylcholine response; activation, % at 3 µM; P08912; 0.19% of 360,000 active;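 active = activation above the run's mean over test compounds plus 3 SD, cut at about 23% in these data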;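 note: signal is peak over basal fluorescence ratio across the kinetic read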
# CHRM5 PAM = positive allosteric modulators of human muscarinic M5 receptor | P08912 | CHO-K1 hM5, Fluo-8 calcium, ACh EC20 PAM; 0% = ACh EC20, 100% = ACh EC100 | activation, % at 3 µM | 0.3% of 360,000 active | AID 624038;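 active = activation above the run cutoff, the mean activation of all test compounds plus 3 SD, cut at about 18% in these data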
#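 Test system: CHO-K1 hM5 cells / Doses: single-point, 3 µM nominal / Times: Post-acetylcholine fluorescence recording 140 s / Technique: Fluo-8 calcium fluorescence / Measure: Max/basal fluorescence ratio as % of EC20–EC100 ACh window / Benchmarks: low control EC20 acetylcholine (0%), high control EC100 acetylcholine (100%) / Replicates: one well per compound, no replicates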
# M1 ag = human M1 muscarinic receptor agonism. P11229. CHO-K1 hM1, Fluo-8 calcium fluorescence, agonist mode; 0% DMSO, 100% acetylcholine EC100. activation, % at 3 µM. 0.33% of 360,000 active;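 active = activation above the run's mean compound activation plus 3 SD, cut at about 16% in these data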;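 note: peak over basal fluorescence ratio within a 140 s kinetic read after compound addition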
# CHRM1 antagonist = blocks human M1 muscarinic receptor; inhibition, % at 3 µM; CHO-K1 hM1, Fluo-8 calcium fluorescence, ACh EC80 antagonist; 1.3% of 360,000 active; AID 588852; P11229;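 active = percent inhibition above its own plate's cutoff, namely the mean of that plate's compound wells plus 3 SD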;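 note: peak over basal fluorescence ratio during 140 s after agonist addition; 0% = ACh EC80 plus DMSO and 100% = DMSO alone without agonist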
# TAAR1 agonist = human TAAR1 agonism; Q96RJ0; activation, % at 3 µM; 0.99% of 360,000 active; CHO RD-HGA16 TAAR1, Fluo-8 calcium fluorescence; vehicle wells 0%, saturating PEA agonist 100%;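 active = activation above the mean activation of all test compounds in the run plus 3 SD, cut at about 38% in these data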
# Target sequence (Q96RJ0 whole entry, looked up): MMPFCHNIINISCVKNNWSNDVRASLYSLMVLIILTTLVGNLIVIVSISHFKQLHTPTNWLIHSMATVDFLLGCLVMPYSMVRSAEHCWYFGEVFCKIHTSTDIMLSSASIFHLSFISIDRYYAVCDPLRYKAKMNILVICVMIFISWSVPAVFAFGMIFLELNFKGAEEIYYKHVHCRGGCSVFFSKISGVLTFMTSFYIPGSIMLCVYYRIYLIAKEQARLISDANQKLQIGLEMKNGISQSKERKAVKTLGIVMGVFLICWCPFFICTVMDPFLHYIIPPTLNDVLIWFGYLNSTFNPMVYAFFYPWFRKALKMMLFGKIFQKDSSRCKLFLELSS
#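 test system = CHO RD-HGA16 cells carrying human TAAR1 plus Gα16 | schedule = 17-24 h seeding, 75 min 37 °C dye, 30 min RT | compound dosing = 3 µM single concentration | control set = DMSO and PEA EC100 | replicates = n 1 | signal = Fluo-8 fluorescence, 5 s baseline then 140 s kinetic read | measure = percent activation vs PEA EC100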
# Numbers without * were called inactive; / = no result given. This is a subset (hit frequency here may not be typical).
no.	SMILES	CHRM4 agonist	TAAR1 agonist	M1 ag	CHRM1 antagonist	M1 PAM	M5 ag	CHRM5 PAM	CHRM4 antagonist	M5 antag
1	O=[N+]([O-])c1cccc(CN2CCN(Cc3ccco3)CC2)c1	0	5	-7	15	0	-5	6	4	-3
2	CC(C)(C)NCC(O)COc1c(F)cc(Br)cc1F (centres undefined)	2	9	-6	4	-4	-3	0	19	-1
3	Nc1nnn(CC(=O)N/N=C/c2ccco2)n1	0	14	-3	-5	5	-1	-5	0	9
4	O=C(NC1CCCCC1)C(c1cccnc1)N(C(=O)c1csnn1)c1ccccc1F (centres undefined)	2	0	-4	-6	3	1	-1	-10	-3
5	OCCN1CCN(C(=S)Nc2ccc(Oc3ccccc3)cc2)CC1	3	2	-8	-7	5	2	-8	-3	1
6	Cn1nc(C(=O)NCC(=O)Nc2ccc(F)c(F)c2)ccc1=O	0	4	2	-15	16	0	-2	7	-1
7	Cc1cccc(C(CC(=O)N2CCCC2)c2ccccc2)c1O (centres undefined)	-3	-1	-5	-7	7	0	4	10	0
8	Cc1nn(S(=O)(=O)c2ccccc2)c(C)c1S(=O)(=O)N1CCOCC1	1	1	2	-12	10	-1	10	-7	1
9	Cc1cc(O)c(-c2cc(C(=O)Nc3sc4c(c3C(=O)NCc3ccco3)CCC4)[nH]n2)cc1C	0	5	-2	-7	2	-2	-6	-3	9
10	C(=C\c1ccco1)/c1ccc2ccccc2n1	0	1	-4	-8	5	4	6	-4	-5
11	O=C1CSC(c2cn(-c3ccccc3)nc2-c2cccs2)N1CC1CCCO1 (centres undefined)	-1	21	-4	-2	7	-2	-2	2	2
12	COc1ccc2c(c1)N(C)/C(=C/c1cccc[n+]1C)S2	2	-1	-9	4	-3	-1	1	-5	4
13	Cc1ccc(-c2noc(CN3CCCCC3)n2)cc1	0	7	-3	5	1	-1	7	3	-6
14	COc1cc2c(cc1OC)CN(CC(=O)NC(=O)NC(C)(C)C)CC2	1	-1	-1	-2	9	1	2	-1	6
15	CCN(CC)C(=O)c1sc2nc(-c3cccs3)cc(-c3cccs3)c2c1N	7	6	-3	8	-2	-2	-10	-10	14
16	O=C(Cn1cnc2nc3n(c2c1=O)CCC3)NCc1ccccc1	0	17	-4	-13	6	1	1	2	-1
17	O=C(Nc1ccccc1)ON=C1CCCC1	0	-1	-3	-2	8	-1	5	8	-2
18	O=C(NCC1CCCO1)C1CCCN1C(=O)Nc1ccc(Cl)cc1 (centres undefined)	0	6	-2	4	1	-1	6	-1	7
19	COc1cccc(N2CCN(C3C4CC5CC(C4)CC3C5)CC2)c1 (centres undefined)	-3	41*	-6	-3	-3	-6	6	-10	-5
20	COc1ccccc1NC(=O)N(Cc1ccccc1)C1=NCC(C)S1 (centres undefined)	1	2	-7	8	-12	-8	0	1	3
21	O=C(NCc1cccc(C(F)(F)F)c1)c1ccc(=O)[nH]c1	1	3	-3	-2	3	-3	-2	-6	12
22	CNC(=O)C(=O)NCCN1CCN(C(=O)c2ccc([N+](=O)[O-])cc2)CC1	1	6	-5	-3	1	-1	-4	-7	0
23	O=C(Cn1c(=O)c2cccn2c2ccccc21)Nc1ccc(F)cc1F	1	3	-3	4	-2	-3	-2	-1	6
24	O=C(O)/C=C/c1cn(Cc2ccccc2)nc1-c1ccccc1	1	11	-2	-6	5	-4	-3	-9	-5
25	CCOC(=O)c1ccc(NC(=O)Nc2ccc(S(N)(=O)=O)cc2)cc1	-1	7	-6	-7	6	3	2	-2	1
26	COc1ccc2c(c1)[nH]c1c(=O)n(/N=C/c3ccc(OC)c(CN4CCCCC4)c3)cnc12	0	0	-4	-7	6	-6	5	3	5
27	CCOC(=O)[C@]12CCC=C1N(Cc1cccc3ccccc13)C(=O)[C@H](CC(=O)NCc1ccc(C)o1)C2	0	0	/	/	/	-3	-4	10	5
28	CC(=O)Nc1ccc2nc(CN3CCN(CC=C(C)C)C(CCO)C3)ccc2c1 (centres undefined)	2	15	-6	4	6	-1	2	6	0
29	Cc1ccc(CS(=O)(=O)CCC(=O)NCCN2CCCCC2C)cc1 (centres undefined)	1	3	-5	-7	3	-3	-1	8	-1
30	COc1cc(C2NC(=O)NC(O)(C(F)(F)F)C2C(C)=O)cc(OC)c1OC (centres undefined)	0	3	-2	-23	11	0	1	4	2

# Individual results from the results shown.
# cpd 9 | CHRM5 PAM = -6
# cpd 11 | CHRM4 antagonist = 2

# More structures:
no.	SMILES	CHRM4 agonist	TAAR1 agonist	M1 ag	CHRM1 antagonist	M1 PAM	M5 ag	CHRM5 PAM	CHRM4 antagonist	M5 antag
31	Cc1ccc(C(=O)C(O)C(c2ccc(C)cc2)N2CCCCC2)cc1 (centres undefined)	0	2	-7	-8	4	-4	4	-4	-7
32	CC(C)CNC(=O)c1ccc2c(c1)C(=O)N(C1CCCCC1)C2=O	1	19	1	1	13	-2	3	-1	5
33	N#CCOC(=O)C1CCN(S(=O)(=O)c2ccc3c(c2)OCCO3)CC1	1	2	-5	1	6	-5	3	-2	5
34	COc1cc(C2N(Cc3ccccc3)CCN2Cc2ccccc2)ccc1OC(C)=O	1	6	-7	-8	5	-5	1	-1	2
35	CCOc1ccc2oc(C(=O)NC3CCN(Cc4ccccc4)CC3)c(C)c2c1	1	3	-7	0	4	-10	3	-7	7
36	CCN(CC)S(=O)(=O)c1cccc(-c2nnc(SCC(=O)NC3CCCCCCC3)n2N)c1	1	3	-8	-6	2	1	-2	-2	5
37	CCOc1ccccc1N1CCN(C(=O)CCCc2nc3ccccc3s2)CC1	6	13	-7	0	-3	2	-9	-1	3
38	O=C1CC(Sc2ncccn2)C(=O)N1c1ccccc1C(F)(F)F (centres undefined)	1	5	-4	-3	3	-9	0	-10	-7
39	CC(C)(C)C(=O)NC(=S)Nc1ccc(Cc2ccncc2)cc1	10	9	1	-9	3	10	-8	9	0
40	CCCCC(=O)Nc1ccc2c(c1)nc1n2CCSC1	0	2	-2	-5	2	-6	9	4	3
41	CC1(C)CC2(C)Nc3ccccc3N2C(=S)N1 (centres undefined)	2	1	-8	-6	11	-6	2	-15	-11
42	CCN1CCN(CC(=O)Nc2cc3c(cc2C(C)=O)OCO3)CC1	1	-1	-7	-12	12	-6	6	-8	-3
43	CCC(=O)c1ccc(N2CCOCC2)c(F)c1	0	0	-3	4	2	2	0	0	-1
44	CCOC(=O)CS(=O)(=O)c1ccc(O)cc1	1	2	2	1	13	2	9	-5	-7
45	CCc1ccccc1NS(=O)(=O)Cc1ccccc1	-1	-2	-7	-7	8	-6	0	5	8
46	N#CC1=C2SCC(O)(c3ccccc3)N2C(=O)CC1c1cccs1 (centres undefined)	2	33	2	6	-3	5	-4	-2	-4
47	Cn1cncc1C#Cc1ccc2cc(C3(O)CCCCC3)oc(=O)c2c1	1	6	-6	1	4	-4	4	5	12
48	COC(=O)c1ccc(C)c(-n2c(=O)n(Cc3ccccc3)c(=O)c3[nH]cnc32)c1	-1	0	-1	0	7	3	3	-5	-14
49	CC(c1ccccc1)N(CC(=O)NC1CCCCC1)S(=O)(=O)c1cccc(C(F)(F)F)c1 (centres undefined)	-1	-1	-9	3	-6	-5	-7	-6	-3
50	Cc1ccc(CN(C)C(=O)c2ccc(S(=O)(=O)N(C)c3ccccc3)cc2)o1	4	3	-1	40*	-17	0	-8	1	5
51	O=C1CSC(=S)N1/N=C/c1cc(Br)c(O)c(Br)c1	401*	/	251*	90*	-42	200*	-20	54*	48*
52	CCCCC1(C)NC(=O)N(CC(=O)N2CCc3ccccc32)C1=O (centres undefined)	-1	1	-6	-1	2	-2	1	-8	-2
53	OCCCN1c2ccccc2Nc2nnc(-c3ccccc3)cc21	8	15	-3	-2	3	-1	-21	-11	20
54	CN1CCN(CCCNC(=O)CCN2C(=O)COc3ccccc32)CC1	1	2	-1	1	9	-5	1	-3	8
55	CC(NC(=O)c1ccco1)C1COc2ccccc2O1 (centres undefined)	1	26	0	-14	13	-1	6	-1	-6
56	CCOC(=O)c1nnn(-c2ccc([N+](=O)[O-])cc2)c1C	1	2	-3	-11	9	1	6	-5	4
57	NC(=O)c1nsc(C(=O)N(Cc2ccc(F)cc2)C(C(=O)NCC2CCCO2)c2ccc(O)cc2)c1N (centres undefined)	0	2	-3	-5	3	-1	-4	-3	3
58	O=C(O)CN=C1NC2(CCCC2)Cc2ccccc21	1	12	-4	2	4	1	3	9	-4
59	O=C(O)c1cc(-c2ccccc2Cl)n[nH]1	0	7	0	-26	15	-3	1	2	0
60	CC(=O)N1CCN(S(=O)(=O)c2cccc(C(=O)Nc3ccccc3N3CCCCC3)c2)CC1	-1	2	-1	-1	8	0	-1	2	4
61	COc1cccc(C2CC(=O)Nc3n[nH]c(-c4ccccc4)c32)c1OC (centres undefined)	-1	5	5	-20	12	8	4	0	-1
62	CSc1nc(N)c2c(C)c(C)sc2n1	1	-2	-11	-1	3	-2	-3	1	-4
63	CC1CCCN(C(c2cccs2)c2nnnn2Cc2ccccc2)C1 (centres undefined)	-1	5	-4	5	1	-16	-13	9	8
64	O=C(Nc1ccc(N2CCOCC2)c(Cl)c1)c1ccc([N+](=O)[O-])o1	3	11	-4	-5	2	1	-1	5	-1
65	Nc1cc(=O)[nH]c(SCC(=O)Nc2cc([N+](=O)[O-])ccc2Cl)n1	2	7	-9	0	5	-3	2	0	-8
66	Cc1ccc(OCCN2C(=O)c3ccccc3C2=O)cc1	0	1	-8	-12	0	-4	-2	-12	-8
67	O=C(NNc1cccc(Cl)n1)c1c(F)cccc1F	0	3	2	-8	7	1	2	-19	6
68	O=C(CN1C(=O)NC2(CCCC2)C1=O)Nc1nc2c(F)cc(F)cc2s1	4	6	0	-11	11	0	1	-9	2
69	COc1ccc(OC)c(NC(=O)C23CCC(C)(C(=O)C2)C3(C)C)c1 (centres undefined)	1	1	-3	-17	6	0	1	-8	-12
70	OCC1(CCCc2ccccc2)CCN(Cc2cc(F)ccc2F)CC1	1	7	-13	-6	5	-3	-3	-2	0
71	COc1cccc(C(=O)c2c[nH]c(C(=O)NCCCN3CCOCC3)c2)c1	3	3	-3	7	3	-5	-6	-10	7
72	O=c1c2c(-c3cccs3)csc2ncn1-c1ccccc1	0	3	-5	-14	9	-3	-3	1	1
73	C/C=C1\COC(C(=O)NCCCN2CCCC2=O)(C(F)(F)F)C=C1C=C(C)C (centres undefined)	1	1	-6	-5	9	1	0	10	9
74	CCC(C)C(NC(=O)CCC(=O)OCC(=O)[C@@]1(O)CCC2[C@@H]3CCC4=CC(=O)C=C[C@]4(C)C3[C@@H](O)C[C@@]21C)C(=O)O (some centres undefined)	1	2	-3	-5	2	-1	6	6	6

# An excerpt from above, reduced to CHRM5 PAM, M5 antag and CHRM4 antagonist:
no. | Compound | CHRM5 PAM | M5 antag | CHRM4 antagonist
74 | CCC(C)C(NC(=O)CCC(=O)OCC(=O)[C@@]1(O)CCC2[C@@H]3CCC4=CC(=O)C=C[C@]4(C)C3[C@@H](O)C[C@@]21C)C(=O)O (some centres undefined) | 6 | 6 | 6
61 | COc1cccc(C2CC(=O)Nc3n[nH]c(-c4ccccc4)c32)c1OC (centres undefined) | 4 | -1 | 0
